Growth percent in the NCI-60 one-dose screen (48 h, 10 µM unless noted): 100 = growth as untreated, 0 = no growth, -100 = all killed.
SK-OV-3: SK-OV-3 ovarian cancer cells. AID 1794785. actives 3.2% (n = 80,000)
OVCAR-4: OVCAR-4 ovarian cancer cells. actives 3.7% (n = 80,000). AID 1794784
IGROV1: IGROV1 ovarian cancer; actives 4.7% (n = 79,000); AID 1794786
NCI-H522: NCI-H522 lung cancer. actives 8% (n = 78,000)
OVCAR-5: OVCAR-5 ovarian cancer; actives 2.9% (n = 82,000)
NCI-H23: NCI-H23 lung cancer; AID 1794731; actives 4% (n = 80,000)
OVCAR-3: OVCAR-3 ovarian cancer; actives 7% (n = 79,000); AID 1794787
NCI/ADR-RES: NCI/ADR-RES ovarian cells. actives 4.4% (n = 81,000). AID 1794790
OVCAR-8: OVCAR-8 ovarian cancer; actives 4.4% (n = 81,000)
An asterisk follows results filed as active; nt = not tested or not shown; & = joins results of further samples; [ ] = remark or other dose. The calls were made as follows: active = growth percent below 10; inactive = the rest.

(1) COC(=O)CC1=CCC(n2cc(F)c(N)nc2=O)O1 (centres undefined)
(2) COc1ccc(-n2c(C)c(-c3ccccc3)c(-c3ccccc3)c2C)cc1
(3) O=C(N/N=C\c1ccc(Cl)cc1Cl)C1CC1
(4) c1csc(-c2nc(-c3cc4ccccc4c(N4CCOCC4)n3)cs2)c1
(5) CCOC(=O)C(CCSC)(CCN(C)Cc1ccccc1)C(=O)OCC
(6) COc1cc(-c2nn(C(C)(C)C)cc2-c2ccnc(NCCCNS(=O)(=O)c3ccc(C)cc3)n2)ccc1F
(7) O=C(c1ccc(Cl)cc1)C1[C@H](c2ccc(Cl)cc2)[C@@H](c2ccccc2)NC12C(=O)Nc1ccccc12 (some centres undefined)
(8) COc1cc(-c2ncn(/C=C\c3nnco3)n2)cc(C(F)(F)F)c1

screen / no.,1,2,3,4,5,6,7,8
SK-OV-3,112,94,108,99,110,95,102,39
OVCAR-4,101,68,nt,110,98,87,60,15
IGROV1,105,87,102,86,95,82,45,22
NCI-H522,91,68,84,94,95,78,78,-11*
OVCAR-5,106,66,99,124,107,121,71,38
NCI-H23,101,66,102,88,nt,89,nt,27
OVCAR-3,100,74,105,111,109,100,48,-21*
NCI/ADR-RES,107,79,95,94,99,76,52,27
OVCAR-8,105,74,109,102,99,81,64,20

Some values from above:
OVCAR-5 with O=C(N/N=C\c1ccc(Cl)cc1Cl)C1CC1 reads 99
NCI-H522 with c1csc(-c2nc(-c3cc4ccccc4c(N4CCOCC4)n3)cs2)c1 reads 94

(cont.)
(9) O=c1[nH]cc(Br)c(=S)[nH]1
(10) Cc1nc2cc(Nc3nc(Nc4ccc(O)cc4)nc(Nc4ccc(F)cc4)n3)ccc2n1Cc1ccccc1
(11) O=C(O)CC1Cc2ccccc2C1C(=O)O (centres undefined)
(12) COc1ccc(/C=N/NC(=O)c2cnn3c2NC(c2ccccc2)C3)cc1OC (centres undefined)
(13) COC(=O)[C@H](Cc1cn(C)cn1)NC(=O)[C@H](CC(C)C)NC(=O)Nc1cc(C(F)(F)F)cc(C(F)(F)F)c1
(14) COC(=O)C1=COC(C)C2C[n+]3ccc4c([nH]c5ccccc54)c3CC12 (centres undefined)
(15) COc1cc2oc(-c3cccc(C(=O)Nc4ccc(Br)cc4)c3)cc(=O)c2c(OC)c1OC
(16) c1cc2[nH]c3ccncc3c2cn1

screen / no.,9,10,11,12,13,14,15,16
SK-OV-3,102,118,102,79,-100*[100 µM],84&114,69,104&96
OVCAR-4,104,87,113,107,-97*[100 µM],108&100,58,94&102
IGROV1,109,98,110,60,-89*[100 µM],82&103,52,98&113
NCI-H522,85,85,96,43,nt,76&99,61,82&85
OVCAR-5,112,96,108,92,-99*[100 µM],95&105,61,102&103
NCI-H23,104,nt,93,74,-85*[100 µM],89&103,78,92&103
OVCAR-3,119,92,102,18,-99*[100 µM],97&104,76,87&106
NCI/ADR-RES,106,102,100,85,-67*[100 µM],102&108,46,101&106
OVCAR-8,96,78,101,75,nt,90&107,40,99&86

(17) COC(=O)c1ccc(NC(=O)c2c(C)[nH]c3ccc([N+](=O)[O-])cc3c2=O)cc1O
(18) O=[N+]([O-])c1ccccc1Nc1ccccc1
(19) Nc1nc(N)c2nc(CNc3ccc(C(=O)NC(CCC(=O)O)C(=O)O)cc3)cnc2n1 (centres undefined)
(20) COC(=O)[C@@H](Cc1c[nH]c2ccccc12)NC(=O)[C@H](C)NCc1ccc2[nH]ccc2c1
(21) CC1(C)CC(=O)C2=C(C1)OC(C(=O)c1ccc(Cl)cc1)C2c1cccc(Oc2ccccc2)c1 (centres undefined)
(22) O=C(NCc1ccccc1)/C(=C/c1ccc([N+](=O)[O-])cc1)CC(=O)c1ccc(Cl)c(Cl)c1
(23) CCOC(=O)C/C(=N\Nc1cc(=O)[nH]c2cc(C)ccc12)C(=O)OCC
(24) CNC(=O)c1ccccc1CC1(O)c2ccccc2Oc2ccccc21

screen / no.,17,18,19,20,21,22,23,24
SK-OV-3,91,108,44&54,98,80,96,115,74
OVCAR-4,105,112,49&59,102,57,87,87,84
IGROV1,96,100,35&37,101,95,89,97,43
NCI-H522,84,100,39&35,65,53,82,98,25
OVCAR-5,116,96,32,107,101,89,91,80
NCI-H23,nt,104,22&25,94,72,90,96,71
OVCAR-3,111,118,40&38,101,67,96,109,25
NCI/ADR-RES,104,107,20&26,96,68,87,95,29
OVCAR-8,100,90,35&32,97,76,92,94,74

(25) Cc1ccc(NC(=O)N(CCCl)N=O)cc1NC(=O)N(CCCl)N=O
(26) Brc1cccc(OCCCCn2ccnc2)c1
(27) CCOC(=O)c1c(CN(C)Cc2ccccc2)nc2ccc(Cl)cc2c1-c1ccccc1
(28) Cc1ccc(S(=O)(=O)OC2CCCCC2)cc1
(29) O=C1Nc2ccc(Cl)cc2/C1=N/N=C/c1ccc(O[C@H]2O[C@@H](CO)[C@H](O)[C@H](O)[C@@H]2O)cc1
(30) Cc1cc(Br)ccc1-n1cc(C#N)c(N)c1C(=O)c1ccc(F)cc1
(31) O=C(Nc1ccc(OS(=O)(=O)c2ccc(C(F)(F)F)cc2)cc1)C1CCCCC1
(32) C=CCOc1c(C(C)C)cc(C(N)=O)cc1C(C)C

screen / no.,25,26,27,28,29,30,31,32
SK-OV-3,81,94,102,101,nt,107,96,88
OVCAR-4,104,77,93,112,93,117,95,108
IGROV1,81,90,94,101,89,99,101,107
NCI-H522,92,82,71,nt,89,97,79,86
OVCAR-5,96,87,99,119,99,96,94,103
NCI-H23,106,85,87,105,96,109,86,99
OVCAR-3,106,65,109,103,107,113,96,108
NCI/ADR-RES,111,94,93,108,103,106,89,104
OVCAR-8,93,92,98,113,102,93,76,105

(33) N#Cc1ccc(CCc2ccccc2)[nH]c1=O
(34) COc1ccc(NC2=C(I)C(=O)C(C)=C(C)C2=O)cc1
(35) Cc1cc(-c2cccc(S(=O)(=O)NC(=O)[C@@H](N)CC(C)C)c2)nc(N)n1
(36) CS(=O)(=O)OCc1cc(=O)c(OS(C)(=O)=O)co1
(37) CC/C(=C/c1c(O)cccc1OC)c1ccc2c(OC)cccc2[o+]1
(38) NNC(=O)C1C(O)CCC2CN3CCc4c([nH]c5ccccc45)C3CC21 (centres undefined)
(39) COc1ccc(C2c3sc4c(C)cccc4c3Oc3nc(CC(=O)Nc4ccccc4)[nH]c(=O)c32)cc1 (centres undefined)
(40) CCOC(=O)c1c(NC(=O)c2ccccc2)sc2c1CCC(=O)C2

screen / no.,33,34,35,36,37,38,39,40
SK-OV-3,113,92,127,94,98,103,86,105
OVCAR-4,109,-85*,110,98,100,112,65,43
IGROV1,108,15,119,96,102,115,48,81
NCI-H522,108,18,96,75,93,100,nt,35
OVCAR-5,111,54,124,112,106,110,89,85
NCI-H23,95,32,108,82,99,107,62,98
OVCAR-3,115,-17*,124,98,109,100,94,112
NCI/ADR-RES,111,-20*,107,93,100,104,39,94
OVCAR-8,104,-19*,106,92,101,104,100,97

(41) Cc1c(Cl)cccc1C(=O)Nc1nc2c(s1)CN(C(=O)c1ccc(C(F)(F)F)cc1)CC2
(42) COc1ccc(N2C(=N)C(=S)N(c3ccc(C)cc3)C2=O)cc1
(43) COc1ccc(/C=C(\c2cc(OC)c(OC)c(OC)c2)c2nnc(-c3ccc(Br)cc3)o2)cc1
(44) CCn1ncc2c(NNS(=O)(=O)c3ccc([N+](=O)[O-])cc3)ncnc21
(45) CCCCNCCCCCNc1cc(OC)cc2cccnc12
(46) COc1ccc(/C=C2/N=C(c3cnccn3)N(c3cccc4cccnc34)C2=O)cc1
(47) COc1cccc(C(=O)Nc2nnc(CCS(=O)(=O)c3ccc(C)cc3)s2)c1
(48) O=C(N/N=C/c1ccc(O)cc1)c1ccc2nc(-c3ccc(Cl)cc3)[nH]c2c1

screen / no.,41,42,43,44,45,46,47,48
SK-OV-3,36,88,103,97,95,96,106,95
OVCAR-4,38,111,99,101,60,98,106,107
IGROV1,18,103,112,103,118,110,108,83
NCI-H522,11,69,90,93,94,142,85,90
OVCAR-5,57,102,104,90,91,105,95,114
NCI-H23,34,97,nt,99,101,85,102,96
OVCAR-3,0.1*,106,105,108,107,93,97,111
NCI/ADR-RES,5.2*,102,nt,103,96,97,104,107
OVCAR-8,10,92,124,100,99,106,nt,106

Single records, from the list above. Screens in order: SK-OV-3	OVCAR-4	IGROV1	NCI-H522	OVCAR-5	NCI-H23	OVCAR-3	NCI/ADR-RES	OVCAR-8
O=[N+]([O-])c1ccccc1Nc1ccccc1 as listed: 108	112	100	100	96	104	118	107	90
COC(=O)C1=COC(C)C2C[n+]3ccc4c([nH]c5ccccc54)c3CC12 (centres undefined) as listed: 84&114	108&100	82&103	76&99	95&105	89&103	97&104	102&108	90&107

(listing goes on)
(49) O=C1/C(=C/c2ccc(Br)cc2)Oc2ccc(O)c(O)c21
(50) CSc1nc(Nc2cccc(NC(=O)/C(C#N)=C/c3c(Cl)cccc3Cl)c2)c(C#N)c(-c2cccc([N+](=O)[O-])c2)n1
(51) CC(=O)OC[C@H]1OC(Sc2sc(C(=O)c3ccc(Br)cc3)c(N)c2-c2nc3ccccc3s2)[C@@H](OC(C)=O)[C@H]1OC(C)=O (some centres undefined)
(52) COc1ccc2c(c1)CSC(c1ccccc1)C2=O (centres undefined)
(53) CCN(CC)CCOCCn1c(C)ccc1C
(54) COc1ccc(/C=C2/C(=O)N=C3N2NC(c2ccccc2)=CN3c2ccccc2)cc1
(55) CCOC(=O)C(/C=N/C(=S)Nc1ccc(S(=O)(=O)Nc2ccccn2)cc1)=C(/O)c1ccccc1
(56) COc1cc(NC(=S)Nc2ccc3c(ccn3C(=O)c3cccc(F)c3)c2)cc(OC)c1

screen / no.,49,50,51,52,53,54,55,56
SK-OV-3,93,99,82,110,108,107,98,105
OVCAR-4,59,50,106,99,104,102,92,99
IGROV1,69,29,74,99,115,96,109,106
NCI-H522,76,39,90,91,85,101,94,89
OVCAR-5,101,68,102,107,92,107,98,106
NCI-H23,64,58,87,94,98,86,91,96
OVCAR-3,12,31,104,107,112,111,106,106
NCI/ADR-RES,65,60,102,99,105,97,95,107
OVCAR-8,64,54,98,94,97,98,96,102

Reformatted: 3 of the compounds above
55) CCOC(=O)C(/C=N/C(=S)Nc1ccc(S(=O)(=O)Nc2ccccn2)cc1)=C(/O)c1ccccc1
  SK-OV-3: 98; OVCAR-4: 92; IGROV1: 109; NCI-H522: 94; OVCAR-5: 98; NCI-H23: 91; OVCAR-3: 106; NCI/ADR-RES: 95; OVCAR-8: 96
52) COc1ccc2c(c1)CSC(c1ccccc1)C2=O (centres undefined)
  SK-OV-3: 110; OVCAR-4: 99; IGROV1: 99; NCI-H522: 91; OVCAR-5: 107; NCI-H23: 94; OVCAR-3: 107; NCI/ADR-RES: 99; OVCAR-8: 94
51) CC(=O)OC[C@H]1OC(Sc2sc(C(=O)c3ccc(Br)cc3)c(N)c2-c2nc3ccccc3s2)[C@@H](OC(C)=O)[C@H]1OC(C)=O (some centres undefined)
  SK-OV-3: 82; OVCAR-4: 106; IGROV1: 74; NCI-H522: 90; OVCAR-5: 102; NCI-H23: 87; OVCAR-3: 104; NCI/ADR-RES: 102; OVCAR-8: 98

The results go on:
(57) CC(=O)O[C@H]1[C@H](CC#CC#CC[C@@H]2C[C@]3(C)[C@H]4CC=C5[C@H]6[C@@H](C)[C@H](C)CC[C@]6(C(=O)NCCN(CCN)CCN)CC[C@@]5(C)[C@]4(C)CC[C@H]3C(C)(C)[C@H]2OC(C)=O)C[C@]2(C)[C@H]3CC=C4[C@H]5[C@@H](C)[C@H](C)CC[C@]5(C(=O)NCCN(CCN)CCN)CC[C@@]4(C)[C@]3(C)CC[C@H]2C1(C)C
(58) C=C(C)[C@@H]1CC[C@]2(C(=O)NCCCCCCN(CCCN)CCCN)CC[C@]3(C)[C@H](CC[C@@H]4[C@@]5(C)CC[C@H](OCCCN)C(C)(C)[C@@H]5CC[C@]43C)[C@@H]12
(59) COc1ccc2c(c1)c(CC(=O)NCCOCCOCC(=O)Nc1ccc(OC)c(C(N)=O)c1O)c(C)n2C(=O)c1ccc(Cl)cc1
(60) O=C(Nc1nccnc1OCc1ccc(Cl)cc1)Nc1cccc2ccccc12
(61) COc1cc2cc(Sc3ccc(NC(=O)Nc4ccc(Cl)c(C(F)(F)F)c4)cc3)c(C)nc2cc1OC
(62) O=S(c1ccccc1)C(c1ccccc1)c1ccccc1 (centres undefined)
(63) CC1(C(Cl)(Cl)Cl)C=CC(=O)C(Cl)=C1 (centres undefined)
(64) CCCCCCCCOc1ccc(/C=N/Nc2cc(C)nc3ccc(Cl)cc23)cc1OCCCCCCCC

screen / no.,57,58,59,60,61,62,63,64
SK-OV-3,89,98[100 µM],109,107,99,109,103,101
OVCAR-4,97,nt,94,104,93,99,100,117
IGROV1,62,27[100 µM],94,104,96,108,115,112
NCI-H522,15,89[100 µM],81,82,101,nt,85,102
OVCAR-5,55,91[100 µM],112,100,108,103,101,116
NCI-H23,12,77[100 µM],90,100,100,92,102,98
OVCAR-3,89,72[100 µM],103,107,99,106,112,116
NCI/ADR-RES,49,86[100 µM],92,104,107,98,107,105
OVCAR-8,3.1*,-28*[100 µM],90,99,99,100,93,103

Assay outcomes as filed in PubChem.
